# Screening data as filed in PubChem.
# Nrf2 ARE act = qHTS of Nrf2 Activators; AREc32 ARE-luciferase reporter (MCF7-derived line), luminescence, 24 h; Potency, µM (series often up to 46.1 µM), without a hit: top-dose activation, most hits filed as activators; 410,000 compounds, 0.31% hits; note: potency is the fitted concentration of half-maximal effect; % of control where 0% means no effect; nearly all actives have a fitted effect of over 65% in size
#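 Nrf2 activation is followed as ARE-luciferase induction in the AREc32 line after one day of compound treatment; luminescence is read with Steady-Glo.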
# A549 viability = Nrf2 qHTS screen for inhibitors: counterscreen for cytotoxicity | A549 ARE-Fluc cells, CellTiter-Fluor viability, 18-24 h | Potency, µM (doses to about 46 µM), for the others: at the highest dose activity change, negative = cytotoxicity, usual class: inhibitors | 390,000 compounds, 0.16% hits | AID 504648, 2011; note: potency is the fitted concentration of half-maximal effect; % is set by controls: 0 for no effect and ±100 for the full control effect
#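 A549 ARE_Fluc cells in 5% FBS OPTI-MEM were exposed to compounds in concentration-response for 18-24 h at 37 deg C. Viability was read by CellTiter-Fluor fluorescence (Ex 405/Em 525) after 30 min, before the luciferase read.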
# IL1B secr inh = qHTS for Inhibitors of Inflammasome Signaling: IL-1-beta AlphaLISA Primary Screen | 360,000 compounds, 4.7% hits | activity change, % at 57.5 µM | THP-1 LPS/ATP IL-1B secretion, AlphaLISA, 16 h; hits give low values; in the data active = activity change below about -50%; inconclusive = mostly about -30% to -49%; note: % is set by controls: 0 for no effect and ±100 for the full control effect
#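 THP-1 cells pretreated 1 hr with compounds (up to 57.5 uM final), then stimulated with LPS (250 ng/mL final) plus ATP (1.25 mM final); secreted IL-1B measured by AlphaLISA after 16 hr, decreased signal indicating inhibition.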
# Nrf2 block = Nrf2 qHTS screen for inhibitors; Potency, µM (titrated, usually from 46 µM), inactives show at the top dose activity change, negative = inhibition, actives largely listed as inhibitors; A549 ARE-Fluc reporter, luciferase luminescence, 18-24 h; AID 504444, 2011; 360,000 compounds, 2.1% hits; note: potency is the fitted concentration of half-maximal effect; % is set by controls: 0 for no effect and ±100 for the full control effect; nearly all actives have a fitted effect of over 60% in size
#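 Nrf2 activity is the BugLite luminescence, read 15 min after reagent at room temperature, following CellTiter-Fluor cytotoxicity readout (30 min, 37C). Compound titrations were applied for 18-24 h to 5000 A549 ARE_Fluc cells/well in 5% FBS OPTI-MEM.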
# TGFb inhibitor = qHTS for Inhibitors of TGF-b; HepG2 CAGA-GFP TGF-b/SMAD3 reporter, GFP fluorescence, 18 h; TGF-beta stimulated, 500 pg/mL final; Potency, µM (titrated, usually from 46.1 µM), for the others: at the highest dose activity, negative = inhibition, hits mostly inhibitors; 410,000 compounds, 1.2% hits; AID 588855, 2011; note: potency is the fitted concentration of half-maximal effect; % is set by controls: 0 for no effect and ±100 for the full control effect; nearly all actives have a fitted effect of over 65% in size
#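 Per well, imaged GFP fluorescence of HEPG2 CAGA-GFP cells gives the signal; cells get compound, then TGF-beta (500 pg/mL final), 18 h at 37 degrees C; %Activity versus -TGF-beta and +DMSO controls.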
# ATXN2 expr inh = Primary qHTS for Inhibitors of ATXN expression; Potency, µM (doses to about 57 µM), without a hit: at the top dose activity change, negative = inhibition, hits mostly inhibitors; HEK-293 ATXN2-luciferase reporter, luminescence, 24 h; 360,000 compounds, 0.72% hits; note: potency is the fitted concentration of half-maximal effect; % is set by controls: 0 for no effect and ±100 for the full control effect; nearly all actives have a fitted effect of over 55% in size
#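 ATXN2-luciferase reporter cells (luciferase flanked by upstream and downstream ATXN2 gene portions) were treated 24 h at 37 °C with compounds at up to 57 uM. SteadyGlo luminescence gave expression; GF-AFC fluorescence gave viability.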
# MCF10A rerep = A quantitative high throughput screen for small molecules that induce DNA re-replication in MCF 10a normal breast cells | MCF 10A DNA re-replication, Hoechst nuclear intensity, 48 h | Potency, µM (top dose mostly 46.1 µM), inactives show at the top dose activity, positive = re-replication, most hits filed as activators | 350,000 compounds, 2.9% hits | AID 624296, 2012; note: potency is the fitted concentration of half-maximal effect; % of control where 0% means no effect; nearly all actives have a fitted effect of over 50% in size
# HepG2 tox = qHTS for Inhibitors of TGF-b: Cytotox Counterscreen; AID 588856, 2011; Potency, µM (doses to about 46.1 µM), without a hit: at the top dose activity change, negative = cytotoxicity, actives largely listed as cytotoxic; HepG2 CAGA-GFP viability, ATP luminescence, 18 h; 410,000 compounds, 0.76% hits; note: potency is the fitted concentration of half-maximal effect; some results filed as inactive show a strong effect at the top dose
#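 CellTiter-Glo luminescence gave cytotoxicity after 18 hours at 37 degrees C. The cells were HepG2 CAGA-GFP in 1% FBS DMEM, stimulated with 500 pg/mL TGF-beta after compound addition. %Activity was normalised to no-cell wells (complete cell-killing) and DMSO (no toxicity), and curves were fitted and classified.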
# S2 tox = Viability Counterscreen for Primary qHTS for Inhibitors of ATXN expression; S2 cells (HEK-293 line with an ATXN2-luciferase reporter) viability, CellTiter-Fluor protease fluorescence, 24 h; Potency, µM (doses to about 56.7 µM), usual class: cytotoxic; 400,000 compounds, 0.49% hits; AID 651635, 2014; note: potency is the fitted concentration of half-maximal effect; nearly all actives have a fitted effect of over 40% in size
# * hit, by the source's call; i = inactive; u = inconclusive; x = no result given; & = joins results of further samples; [ ] = another dose, or the depositor's remark. Unless noted, calls come from the whole dose curve; as a rule, active = well fitted curve in the direction sought with a large enough effect; inconclusive = small, poorly fitted or top-dose-only effect, or another doubt; inactive = no such curve, though single readings can be large; an effect the other way counts as inactive or inconclusive.
SMILES,Nrf2 ARE act,A549 viability,IL1B secr inh,Nrf2 block,TGFb inhibitor,ATXN2 expr inh,MCF10A rerep,HepG2 tox,S2 tox
CCN(C(=O)CSc1nc2ccccc2n1CC(=O)Nc1cccc(C#N)c1)c1ccccc1,0.3%,0.3%,x,x,u,-30.5%,x,-2.8%,u
CCN1CCc2c(OCc3ccc(C)cc3)cccc2C1=O,0.2%,6.4%,-8.4,u,-8.9%,-9.9%,11.0%,-6.1%,i
CCC(=O)Nc1c(-c2ccc(C)cc2)c(=O)c2ccccc2n1C,0.0%,-2.6%,28.2,-3.6%,0.0%,10.4%,-1.2%,2.0%,i
COc1ccc(N2CCN(C(=O)CCN3C(=O)C4C5C=CC(C5)C4C3=O)CC2)cc1 (stereo not given),0.2%,-8.0%,3.9,-7.8%,-24.8%,x,-2.6%,-2.5%,i
CCOC(=O)c1c(C)[nH]c(CCC(=O)Nc2c(C)cccc2CC)c1C,3.5%,-12.4%,x,x,0.0%,x,x,-13.9%,x
CCCCN(C(=O)c1ccc(COc2ccccc2)o1)c1c(N)n(CC(C)C)c(=O)[nH]c1=O,-0.1%,1.0%,-27.6,-23.3%,-0.9%,6.4%,-0.2%,-17.3%,i
Cc1ccc2c(c1)cc(C(=O)NCc1ccc(F)cc1)n2C,-0.5%,-7.7%,x,u,23.5%,142.7%[activator],x,-0.9%,u
CCCOP(=O)(OCCC)C(NC(=O)C(C)(C)C)c1ccccc1 (stereo not given),-0.1%,-1.7%,0.0,-0.3%,21.2%,6.3%,-0.3%,1.5%,i
COc1ccc(CNC(=O)c2cnn(-c3ccc(F)cc3)c2-n2cccc2)cc1,2.3%,14.9%,x,u,-9.3%,9.5%,x,-12.2%,i
COc1ccc(C)cc1-n1nnnc1SCC(=O)NC(=O)NCc1ccco1,6.4%,-5.6%,-0.5,-26.7%,-12.6%,-18.3%,u,-18.1%,i
O=S(=O)(c1ccccc1)c1nc(-c2ccccc2Cl)oc1NCCCN1CCOCC1,4.5%,u,-66.9*,u,25.8%,-5.5%,u,-16.2%,i
CCCCCC(O)CCCC(=O)O (stereo not given),-0.3%,-0.5%,10.7,-15.6%,-1.5%,-1.8%,u,-0.3%,i

# Compounds shown so far that have sulfur:
SMILES,Nrf2 ARE act,A549 viability,IL1B secr inh,Nrf2 block,TGFb inhibitor,ATXN2 expr inh,MCF10A rerep,HepG2 tox,S2 tox
CCN(C(=O)CSc1nc2ccccc2n1CC(=O)Nc1cccc(C#N)c1)c1ccccc1,0.3%,0.3%,x,x,u,-30.5%,x,-2.8%,u
COc1ccc(C)cc1-n1nnnc1SCC(=O)NC(=O)NCc1ccco1,6.4%,-5.6%,-0.5,-26.7%,-12.6%,-18.3%,u,-18.1%,i
O=S(=O)(c1ccccc1)c1nc(-c2ccccc2Cl)oc1NCCCN1CCOCC1,4.5%,u,-66.9*,u,25.8%,-5.5%,u,-16.2%,i

# Next section.
SMILES,Nrf2 ARE act,A549 viability,IL1B secr inh,Nrf2 block,TGFb inhibitor,ATXN2 expr inh,MCF10A rerep,HepG2 tox,S2 tox
COCCNC(=O)C(OC(=O)c1nsc(Cl)c1Cl)C(C)C (stereo not given),0.9%,-9.7%,-1.2,-1.1%,14.3%,-5.7%,1.9%,0.6%,i
O=C(N/N=C/c1coc2ccc(Cl)cc2c1=O)c1cc(O)cc(O)c1,0.2%,2.2%,-24.9,2.2%,2.6%,-3.4%,6.5%,-9.5%,i
CCc1ccccc1NC(=O)CSc1nc(-c2ccccc2OC)nc2c1Cc1c(CO)cnc(C)c1O2,0.0%,0.4%,x,-27.2%,-4.8%,x,x,-15.1%,x
N#C/C(=C/c1ccc(-c2ccccc2[N+](=O)[O-])o1)C(=O)NCCN1CCCCC1,3.8%,-0.6%,-54.1*,8.8%,11.6%,1.1%,8.1%,-4.3%,i
CC(=O)n1cc([C@@H]2C=C(C(=O)N3CCN(Cc4ccc5c(c4)OCO5)CC3)O[C@H](OCCCCO)C2)c2ccccc21,3.9%,-4.3%,-51.9*,-27.3%,-26.5%,-25.7%,u,-7.4%,u
O=C(Nc1ccc(S(=O)(=O)N2CCOCC2)cc1)C1CC(=O)N(c2ccc(F)cc2)C1 (stereo not given),-0.1%,9.5%,-8.8,9.2%,4.8%,11.8%,-12.4%,13.9%,i
O=C(CSc1nc(-c2ccccc2)nc2c1CCCC2)N1CCOCC1,0.3%,-7.1%,4.7,11.4%,-3.0%,-3.5%,u,-0.2%,i
COc1ccccc1N(CN1CCCC1=O)C(=O)COc1ccccc1,0.1%,-0.2%,2.2,1.8%,0.0%,x,-1.1%,-28.2%,x
CCC(C)CCN1C(N(C)C)=NC[C@@H]1Cc1ccccc1 (stereo not given in full),1.5%,12.0%,9.4,17.0%,2.9%,0.0%,u,-11.7%,i
Cc1ccc(CNc2nc3c([nH]2)c(=O)n(C)c(=O)n3C)cc1,0.3%,-24.0%,24.4,9.2µM*,0.3%,-20.4%,1.1%,-42.0%,i
COc1ccc(C(C)=O)cc1COC(=O)c1cc(C)oc1C,-0.5%,-0.9%,-25.5,-22.1%,7.4%,-2.9%,1.2%,-14.3%,i
CCOCCCNC(=O)CN1C(=O)COc2ccc(S(=O)(=O)N3CCOCC3)cc21,-0.9%&-2.5%,0.3%&-8.3%,-11.5,12.6%&7.7%,6.4%&-8.8%,-4.1%&-14.4%,0.8%,5.7%&-3.7%,i

# Rewritten with values under each structure: part of the list above
# Each structure is followed by: Nrf2 ARE act	A549 viability	IL1B secr inh	Nrf2 block	TGFb inhibitor	ATXN2 expr inh	MCF10A rerep	HepG2 tox	S2 tox
CCc1ccccc1NC(=O)CSc1nc(-c2ccccc2OC)nc2c1Cc1c(CO)cnc(C)c1O2
    0.0%	0.4%	x	-27.2%	-4.8%	x	x	-15.1%	x
CCOCCCNC(=O)CN1C(=O)COc2ccc(S(=O)(=O)N3CCOCC3)cc21
    -0.9%&-2.5%	0.3%&-8.3%	-11.5	12.6%&7.7%	6.4%&-8.8%	-4.1%&-14.4%	0.8%	5.7%&-3.7%	i

# (more compounds)
SMILES,Nrf2 ARE act,A549 viability,IL1B secr inh,Nrf2 block,TGFb inhibitor,ATXN2 expr inh,MCF10A rerep,HepG2 tox,S2 tox
CC(=O)Nc1ccc(C(=O)OCC(=O)N2CCCC2=O)cc1,0.3%,10.6%,5.0,u,-19.8%,2.1%,-0.2%,5.7%,i
O=C(Nc1ccc2nc3n(c(=O)c2c1)CCCCC3)c1ccccc1Cl,2.0%,-7.7%,-22.0,14.1%,9.7%,7.9%,u,1.6%,i
Cc1ccc(C(=O)N/N=C\c2cccs2)cn1,5.4%,4.1%,-7.0,u,16.1%,-2.5%[11.3 µM],-9.2%,-1.1%,i
CC(=O)c1ccc(OCCCC(=O)Nc2ccc(C)c(S(=O)(=O)N3CCOCC3)c2)cc1,5.3%,2.0%,0.5,u,-30.2%,-14.5%,6.1%,0.0%,i
COc1cc([N+](=O)[O-])cc(/C=N/NC(=O)c2ccc(C)nc2)c1O,-0.7%[9.22 µM],u,0.0,u,16.2%,u,14.6µM*,11.4%,u
COc1cc(OC)nc(Oc2ccccc2C(=O)Oc2cccc(C)c2)n1,-0.2%,-2.0%,-1.9,u,-17.4%,-8.8%,1.8%,-4.8%,i
CN1CCc2c(sc(NC(=O)CSc3ccc(F)cc3)c2-c2nc3ccccc3s2)C1,u,1.4%,x,13.8%,196.6%[activator],x,x,-29.7%,x
Cc1ccc(C)c(-c2cc(C(=O)NN3CCOCC3)c3ccccc3n2)c1,-0.2%,-7.3%,14.8,0.0%,0.0%,8.2%,-2.2%,-0.8%,i
CC1CCN(C(=O)Cn2cc(S(=O)(=O)CC(=O)N3CCOCC3)c3ccccc32)CC1,0.3%,-1.7%,-1.3,1.6%,8.9%,-3.9%,-1.1%,-3.2%,i
COC(=O)c1ccc2c(c1)C(=O)/C(=C/c1ccc(C)cc1)O2,2.3%,0.4%,0.0,11.6%,u,57.4%[activator],19.4%,-3.1%,i
CCCCN1CC(COCc2ccccc2)Oc2cc(Br)ccc2S1(=O)=O (stereo not given),3.9%,u,1.2,4.6%,-8.1%,11.4%,-2.0%,-13.5%,i
Cc1cccc(N(CC(=O)NC2CCCCC2)C(=O)CCC(=O)Nc2nccs2)c1,-0.5%,0.9%,-0.3,0.1%,14.8%,-14.7%,-0.7%,-0.7%,i
CC1(C)CNC(=S)N1Cc1ccccc1,-0.4%,x,-5.9,x,1.4%,x,x,-14.7%,i
CC1(c2ccc3noc(-c4cccc(F)c4)c3c2)OCCO1,-0.8%,-15.3%,-10.5,u,-6.7%,-0.9%,11.1%,3.0%,i
COc1ccc(S(=O)(=O)N2CCOC2CNC(=O)C(=O)NCCc2ccc(S(N)(=O)=O)cc2)cc1 (stereo not given),-0.2%,-2.4%,17.2,0.9%,1.1%,2.0%,-9.8%,-15.4%,i
COc1ccc(/C=N\NC(=O)CNC(=O)C2COc3ccccc3O2)cc1[N+](=O)[O-] (stereo not given),0.5%,0.2%,10.2,9.6%,3.3%,x,0.3%,1.8%,i
Cc1nc(COc2ccccc2Cl)sc1-c1ccnc(N)n1,4.7%,22.6%,-61.6*,u,11.6%,-10.1%,-0.2%,-32.3%,x
CC(O)[C@H]1CNC(=O)C(=O)N1CCc1cc(C(F)(F)F)cc(C(F)(F)F)c1 (stereo not given in full),-0.1%,-6.6%,1.8,-0.2%,-0.3%,2.2%,0.8%,0.1%,i
CCCc1ccc2oc(C(=O)N3CCC(O)CC3)c(C)c2c1,3.5%,3.2%,-8.9,12.4%,-7.0%,39.1%[activator],-1.7%,-27.8%,i
COC(=O)c1ccc(Nc2ncnc3c2cnn3C)cc1,-0.9%,1.6%,x,x,-29.7%,x,x,-7.4%,x
